From PubChem
PhoP inhibition = inhibitors of PhoP regulon expression, primary screen, Salmonella Typhimurium, GFP reporter (AID 1863); S. Typhimurium PhoP-regulated promoter GFP reporter, 4 h; higher % means a stronger effect; one-dose inhibition, % at 50 µM; IC50 in µM for titrated hits; 300,000 compounds, 0.16% hits;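 active means inhibition over 29.93%, a cutoff 3 SD above the screen mean, later confirmed by dose response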;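 further: 0% = low Mg2+ inducing control and 100% = high Mg2+ repressing control; strong numbers were not always called active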
HIV fusion peptide = inhibitors of HIV fusion peptide binding, primary screen, biochemical, uHTS, fluorescence dequenching (AID 1986). cell-free peptide binding, fluorescence dequenching, 30 min; higher % means a stronger effect. inhibition, % at 20 µM, or IC50 in µM where a hit was titrated. 290,000 compounds, 0.3% hits; in the data active means inhibition mostly above about 52%, no sharp cut-off; inactive means mostly below about 76%; further: some results filed as inactive read as strong as hits
Large T inhibition = SV40 large T antigen inhibitors, biochemical (AID 1903) | inhibition, % at 20 µM, or IC50 in µM where a hit was titrated | 310,000 compounds, 0.39% hits | SV40 large T antigen ATPase/helicase inhibition assay; higher % means a stronger effect; in the data active means a potency from the dose series; further: strong numbers were not always called active
K1F lysis inhibition = inhibition of K1F phage lysis, E. coli UTI89, bacterial capsule biogenesis inhibitors, alamar blue (AID 488966) | E. coli UTI89 K1F phage lysis, alamar blue, 2 h; higher % means a stronger effect | inhibition, % at 100 µM; hits with a dose series show IC50 in µM | 340,000 compounds, 0.02% hits;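 active means phage lysis inhibition, versus mean bacterial control, above a set limit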;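 further: capsule biogenesis inhibitors block K1F phage lysis so surviving cells raise fluorescence; higher fluorescence means more inhibition of phage lysis; actives were called in the ten point dose series up to 300 µM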
MgcRacGAP inhibition = MgcRacGAP GTPase-activating activity inhibitors, confirmation, biochemical, ADP Hunter fluorescence; Rac GTPase-activating protein 1 (Homo sapiens); MgcRacGAP-stimulated Rac1 GTP hydrolysis, ADP Hunter fluorescence; higher % means a stronger effect; GST-tagged Rac1 F28L mutant substrate; inhibition, % at 30 µM, or IC50 in µM where a hit was titrated; 340,000 compounds, 0.6% hits; AID 624330, 2012;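 active means first-screen hits whose inhibition reached a set limit at any dose in the follow-up dose series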;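 further: fluorescence reports GDP produced by GAP-driven GTP hydrolysis; strong numbers were not always called active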
GPR35 arrestin U2OS = GPR35 antagonists blocking zaprinast-driven arrestin recruitment, primary screen, imaging, U2OS, beta-arrestin-GFP, zaprinast agonist (AID 2058). 290,000 compounds, 0.052% hits. G-protein coupled receptor 35 (Homo sapiens). U2OS GPR35 beta-arrestin-GFP translocation imaging, zaprinast antagonism; higher % means a stronger effect. inhibition, % at 10 µM; hits with a dose series show IC50 in µM;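 active means inhibition of at least 50% with at least 30 cells and total cytoplasm GFP at most 10,000,000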
RSV antiviral HEp-2 = RSV antiviral activity via CPE protection, HEp-2 cells, primary 10 µM value included (AID 2391) | CPE inhibition, % at 10 µM, or IC50 in µM where a hit was titrated | HEp-2 cells, RSV-induced CPE inhibition; higher % means a stronger effect | 310,000 compounds, 0.13% hits; in the data active means a potency from the dose series; further: strong numbers were not always called active
NS5 inhibitors = Dengue-2 NS5 methyltransferase inhibitors, primary screen, biochemical, confirmation dose response (AID 588689). Genome polyprotein (Dengue virus type 2 (strain 16681-PDK53)). Dengue-2 NS5 methyltransferase capping enzyme assay, biochemical; higher % means a stronger effect. one-dose inhibition, % at 25 µM; IC50 in µM for titrated hits. 340,000 compounds, 0.3% hits; in the data active means a potency from the dose series
GPR55 antagonists = GPR55 antagonists blocking LPI-driven arrestin recruitment, primary screen, imaging, U2OS, beta-arrestin-GFP, LPI agonist (AID 2013); G-protein coupled receptor 55 (Homo sapiens); U2OS GPR55 beta-arrestin-GFP translocation imaging, LPI antagonism; higher % means a stronger effect; inhibition, % at 10 µM; hits with a dose series show IC50 in µM; 290,000 compounds, 0.13% hits;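 active means spots per cell inhibited over 60%, with over 100 cells counted and total cytoplasm intensity under 500,000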;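 further: U2OS cells stably carrying GPR55 and arrestin-GFP stimulated by 5 µM LPI near EC80; imaged beta-arrestin-GFP aggregate spots per cell after agonist stimulation; plate controls were LPI-stimulated DMSO wells for no effect and DMSO wells without LPI for full effect; some results filed as inactive read as strong as hits; confirmed hits need IC50 under 10 µM and bright autofluorescent wells are also inconclusive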
Numbers without * were called inactive; [ ] = dose if it differs, or a comment.

What do the screens show for `COc1ccc2oc(C(=O)NN3C(C)CCCC3C)c(C)c2c1` (centres undefined)?
PhoP inhibition: -3%; HIV fusion peptide: 2.4%; Large T inhibition: 1%; K1F lysis inhibition: 0.1%; MgcRacGAP inhibition: 1%; GPR35 arrestin U2OS: -7%; RSV antiviral HEp-2: 0.1%; NS5 inhibitors: -7%; GPR55 antagonists: 14%

Results for CCC(=O)Oc1ccc2c(C)cc(=O)oc2c1C(=O)c1ccccc1 ?
PhoP inhibition: -9%; HIV fusion peptide: 1.8%; Large T inhibition: 17%; K1F lysis inhibition: 0.2%; MgcRacGAP inhibition: 4%; GPR35 arrestin U2OS: 1%; RSV antiviral HEp-2: 0.2%; NS5 inhibitors: 2%; GPR55 antagonists: 2%

Results for CCc1cccc(NC(=O)CCCN2C(=O)NC(C)(C)C2=O)c1 ?
K1F lysis inhibition: 0.5%[50 µM]; MgcRacGAP inhibition: 1%; RSV antiviral HEp-2: 1.5%; NS5 inhibitors: 3%

How did Cc1ccn2cc(CSc3ccccc3N)nc2c1 do in these assays?
PhoP inhibition: 34%; HIV fusion peptide: -4.0%; Large T inhibition: 6%; K1F lysis inhibition: -2.1%; MgcRacGAP inhibition: 2%; GPR35 arrestin U2OS: 2%; RSV antiviral HEp-2: -0.2%; NS5 inhibitors: -4%; GPR55 antagonists: 2%

What do the screens show for `CC(=O)Nc1ccc(NC(=O)C(C)OC(=O)CNC(=O)c2ccc(-c3ccccc3)cc2)cc1` (centres undefined)?
PhoP inhibition: -4%; Large T inhibition: 7%; K1F lysis inhibition: 1.2%[50 µM]; MgcRacGAP inhibition: 5%; RSV antiviral HEp-2: -1.1%; NS5 inhibitors: -5%

How did COc1ccc(-c2ccc(-c3noc(C(C)C)n3)c(OC)n2)cc1 do in these assays?
PhoP inhibition: -4%; HIV fusion peptide: -0.3%; Large T inhibition: 14%; K1F lysis inhibition: 0.9%; MgcRacGAP inhibition: 5%; GPR35 arrestin U2OS: -6%; RSV antiviral HEp-2: 18%; NS5 inhibitors: 4%; GPR55 antagonists: -6%

How did CN1C(=O)N(C)C(NC(=O)Nc2ccccc2)C1NC(=O)Nc1ccccc1 (centres undefined) do in these assays?
PhoP inhibition: 6%; HIV fusion peptide: 1.1%; Large T inhibition: 0%; K1F lysis inhibition: 0.1%; MgcRacGAP inhibition: 7%; GPR35 arrestin U2OS: -5%; RSV antiviral HEp-2: 0.0%; NS5 inhibitors: -12%; GPR55 antagonists: 5%

Results for CCOC(=O)c1[nH]c2ccc(F)cc2c1NC(=O)C(C)N1CCc2cc(OC)c(OC)cc2C1 (centres undefined) ?
PhoP inhibition: -3%; HIV fusion peptide: -1.0%; Large T inhibition: -2%; K1F lysis inhibition: 0.2%; MgcRacGAP inhibition: 7%; GPR35 arrestin U2OS: 8%; RSV antiviral HEp-2: -0.8%; NS5 inhibitors: -7%; GPR55 antagonists: -6%

How did COCCCC1CCN(Cc2cn[nH]c2-c2cc(OC)c(OC)c(OC)c2)CC1 do in these assays?
PhoP inhibition: -10%; HIV fusion peptide: 1.0%; Large T inhibition: 8%; K1F lysis inhibition: 0.2%; MgcRacGAP inhibition: 9%; GPR35 arrestin U2OS: 2%; RSV antiviral HEp-2: -0.4%; NS5 inhibitors: -4%; GPR55 antagonists: 19%

Results for Cc1ccc(/C=C2\SC(=S)N(C3CCS(=O)(=O)C3)C2=O)cc1 (centres undefined) ?
PhoP inhibition: 5%; HIV fusion peptide: 5.4%; Large T inhibition: -4%; K1F lysis inhibition: -0.3%; MgcRacGAP inhibition: -5%; GPR35 arrestin U2OS: -14%; RSV antiviral HEp-2: 1.5%; NS5 inhibitors: 10%; GPR55 antagonists: 19%

How did Clc1ccc(OCCOCCOc2cccc3cccnc23)c(Br)c1 do in these assays?
PhoP inhibition: 1%; HIV fusion peptide: -1.0%; Large T inhibition: 10%; K1F lysis inhibition: 0.2%; MgcRacGAP inhibition: -9%; GPR35 arrestin U2OS: 9%; RSV antiviral HEp-2: 4.8%; NS5 inhibitors: 1%; GPR55 antagonists: 5%

How did C[C@@H](NC(=O)c1coc(=O)c(Br)c1)c1ccccc1 do in these assays?
PhoP inhibition: 1%; HIV fusion peptide: 0.0%; Large T inhibition: 22%; K1F lysis inhibition: 0.5%; MgcRacGAP inhibition: 8%; GPR35 arrestin U2OS: 3%; RSV antiviral HEp-2: -3.9%; NS5 inhibitors: -2%; GPR55 antagonists: -2%

What do the screens show for `COc1ccc2ccccc2c1C(=O)/C=C\c1ccoc1`?
PhoP inhibition: 25%; HIV fusion peptide: 47%; Large T inhibition: -6%; K1F lysis inhibition: 3.0%; MgcRacGAP inhibition: 8%; GPR35 arrestin U2OS: -10%; RSV antiviral HEp-2: 3.4%; NS5 inhibitors: -3%; GPR55 antagonists: 11%

Results for CC(=C/c1ccco1)/C=N/N1CCN(c2ccccc2)CC1 ?
PhoP inhibition: -9%; HIV fusion peptide: 0.8%; Large T inhibition: 3%; K1F lysis inhibition: -0.4%; MgcRacGAP inhibition: -2%; GPR35 arrestin U2OS: 1%; RSV antiviral HEp-2: 6.4%; NS5 inhibitors: 5%; GPR55 antagonists: 3%

How did Cc1ccccc1-c1noc(-c2ccccc2C(=O)NCc2ccco2)n1 do in these assays?
PhoP inhibition: -10%; HIV fusion peptide: -1.7%; Large T inhibition: 6%; K1F lysis inhibition: -1.1%; MgcRacGAP inhibition: -4%; GPR35 arrestin U2OS: 24%; RSV antiviral HEp-2: 0.8%; NS5 inhibitors: 3%; GPR55 antagonists: 8%

How did O=C(COC(=O)Cc1ccccc1[N+](=O)[O-])NCC1CCCCC1 do in these assays?
PhoP inhibition: 7%; HIV fusion peptide: 1.3%; Large T inhibition: 26%; K1F lysis inhibition: 0.8%; MgcRacGAP inhibition: 1%; GPR35 arrestin U2OS: -3%; RSV antiviral HEp-2: 2.4%; NS5 inhibitors: 1%; GPR55 antagonists: -3%

How did O=C(NC1CC1)C(Cc1ccccc1)NS(=O)(=O)c1ccccc1F (centres undefined) do in these assays?
PhoP inhibition: 4%; HIV fusion peptide: -0.2%; Large T inhibition: -1%; K1F lysis inhibition: 0.2%; MgcRacGAP inhibition: 4%; GPR35 arrestin U2OS: -8%; RSV antiviral HEp-2: -0.1%; NS5 inhibitors: 0%; GPR55 antagonists: -3%

How did CCOc1ccccc1N1CCN(Cc2c(C)n(C)n(-c3ccccc3)c2=O)CC1 do in these assays?
PhoP inhibition: -6%; HIV fusion peptide: 1.5%; Large T inhibition: 5%; K1F lysis inhibition: 0.5%; MgcRacGAP inhibition: 1%; GPR35 arrestin U2OS: -6%; RSV antiviral HEp-2: 1.3%; NS5 inhibitors: 2%; GPR55 antagonists: 0%

Results for COc1cc(-c2cc(C(=O)Nc3ccncc3)c3ccccc3n2)cc(OC)c1OC ?
K1F lysis inhibition: 0.0%[50 µM]; MgcRacGAP inhibition: 8%; RSV antiviral HEp-2: 6.6%; NS5 inhibitors: 1%

How did O=C(Oc1ccc2c(c1)CCC2)N1CCOCC1 do in these assays?
PhoP inhibition: -1%; HIV fusion peptide: -0.1%; Large T inhibition: 2%; K1F lysis inhibition: 1.9%; MgcRacGAP inhibition: 1%; GPR35 arrestin U2OS: -11%; RSV antiviral HEp-2: 3.6%; NS5 inhibitors: -1%; GPR55 antagonists: 1%

Results for S=C1NC2(CCCC2)N=C1c1ccccc1 ?
PhoP inhibition: -9%; HIV fusion peptide: 1.6%; Large T inhibition: 16%; K1F lysis inhibition: 0.3%; MgcRacGAP inhibition: 10%; GPR35 arrestin U2OS: 8%; RSV antiviral HEp-2: 0.9%; NS5 inhibitors: 2%; GPR55 antagonists: -8%

Results for COC(=O)C1C2C=CC3(CN(c4cccc(Cl)c4)C(=O)C13)O2 (centres undefined) ?
PhoP inhibition: 6%; HIV fusion peptide: 1.4%; Large T inhibition: 3%; K1F lysis inhibition: 5.8%; MgcRacGAP inhibition: 3%; GPR35 arrestin U2OS: 8%; RSV antiviral HEp-2: -0.6%; NS5 inhibitors: -10%; GPR55 antagonists: 7%

How did O=C(/C=C/c1ccc(Cl)cc1Cl)N(Cc1ccc(Cl)cc1)C1CCS(=O)(=O)C1 (centres undefined) do in these assays?
PhoP inhibition: 6%; HIV fusion peptide: 0.9%; Large T inhibition: 5%; K1F lysis inhibition: 0.1%; MgcRacGAP inhibition: 6%; GPR35 arrestin U2OS: 9%; RSV antiviral HEp-2: 4.8%; NS5 inhibitors: -8%; GPR55 antagonists: 4%

What do the screens show for `CCC(=O)Nc1ccc(/C(C)=N/NC(=O)c2c(-c3ccccc3Cl)noc2C)cc1`?
PhoP inhibition: 6%; HIV fusion peptide: -1.6%; Large T inhibition: 6%; K1F lysis inhibition: 1.2%[50 µM]; MgcRacGAP inhibition: 3%; GPR35 arrestin U2OS: 3%; RSV antiviral HEp-2: 3.0%; NS5 inhibitors: -4%; GPR55 antagonists: 4%

What do the screens show for `COc1ccccc1CCC(=O)NC1CCCN(c2ccc(C(F)(F)F)cn2)C1` (centres undefined)?
PhoP inhibition: -6%; HIV fusion peptide: 2.9%; Large T inhibition: 4%; K1F lysis inhibition: -0.1%; MgcRacGAP inhibition: 6%; GPR35 arrestin U2OS: 2%; RSV antiviral HEp-2: 0.1%; NS5 inhibitors: -6%; GPR55 antagonists: 12%

How did CSc1sc(C)cc1C=O do in these assays?
PhoP inhibition: 1%; HIV fusion peptide: -0.9%; Large T inhibition: 5%; K1F lysis inhibition: 0.3%; MgcRacGAP inhibition: 11%; GPR35 arrestin U2OS: 8%; RSV antiviral HEp-2: 0.5%; NS5 inhibitors: -9%; GPR55 antagonists: -5%

What do the screens show for `CN(C)CCN(C(=O)C1CCN(S(=O)(=O)c2cccs2)CC1)c1nc2c(F)cccc2s1`?
PhoP inhibition: 10%; Large T inhibition: 28%; K1F lysis inhibition: 0.5%[50 µM]; MgcRacGAP inhibition: -5%; RSV antiviral HEp-2: -2.3%; NS5 inhibitors: 4%

Results for COc1ccc(C(=O)N[C@H]2CCCCNC2=O)cc1OC1CCN(C(C)C)CC1 ?
PhoP inhibition: 0%; HIV fusion peptide: 2.0%; K1F lysis inhibition: -2.8%; MgcRacGAP inhibition: 5%; GPR35 arrestin U2OS: 16%; RSV antiviral HEp-2: -1.3%; NS5 inhibitors: -5%; GPR55 antagonists: 1%
